TGFb SMAD3 inh – qHTS for Inhibitors of TGF-b; HepG2 CAGA-GFP TGF-b/SMAD3 reporter, GFP fluorescence, 18 h; TGF-beta stimulated, 500 pg/mL final; AID 588855, 2011; 1.2% of 410,000 active; Potency, µM (top dose mostly 46.1 µM), for the others: at the highest dose activity, negative = inhibition, usual class: inhibitors; further: potency means the concentration at half of the fitted maximal effect; on the % scale 0 is the no-effect control and ±100 the full control effect; nearly all actives have a fitted effect of over 65% in size
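GFP signal (ex488/em500-530) from TGF-beta-stimulated HEPG2 CAGA-GFP cells, 500 pg/mL final, 18 h at 37 degrees C in DMEM plus 1% FBS, normalized to unstimulated and DMSO-stimulated controls.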
MCF10A rereplic – A quantitative high throughput screen for small molecules that induce DNA re-replication in MCF 10a normal breast cells | MCF 10A DNA re-replication, Hoechst nuclear intensity, 48 h | Potency, µM (series often up to 46.1 µM), for the others: at the highest dose activity, positive = re-replication, hits mostly activators | 2.9% of 350,000 active | AID 624296, 2012; further: potency means the concentration at half of the fitted maximal effect; % of control where 0% means no effect; nearly all actives have a fitted effect of over 50% in size
ATXN viability – Viability Counterscreen for Primary qHTS for Inhibitors of ATXN expression. Potency, µM (titrated, usually from 56.7 µM), most hits filed as cytotoxic. AID 651635, 2014. 0.49% of 400,000 active. S2 cells (HEK-293 line with an ATXN2-luciferase reporter) viability, CellTiter-Fluor protease fluorescence, 24 h; further: potency means the concentration at half of the fitted maximal effect; nearly all actives have a fitted effect of over 40% in size
A549 viability – Nrf2 qHTS screen for inhibitors: counterscreen for cytotoxicity | A549 ARE-Fluc cells, CellTiter-Fluor viability, 18-24 h | Potency, µM (series often up to 46 µM), without a hit: at the top dose activity change, negative = cytotoxicity, usual class: inhibitors | 0.16% of 390,000 active; further: potency means the concentration at half of the fitted maximal effect; on the % scale 0 is the no-effect control and ±100 the full control effect
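Cytotoxicity counterscreen: CellTiter-Fluor fluorescence was measured in A549 ARE_Fluc cells after 18-24 h of compound exposure in a concentration series. The subsequent BugLite luminescent read reports ARE-luciferase activity.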
ATXN2 expr inh – Primary qHTS for Inhibitors of ATXN expression; HEK-293 ATXN2-luciferase reporter, luminescence, 24 h; Potency, µM (top dose mostly 57 µM), inactives show at the top dose activity change, negative = inhibition, usual class: inhibitors; 0.72% of 360,000 active; AID 1745845, 2022; further: potency means the concentration at half of the fitted maximal effect; on the % scale 0 is the no-effect control and ±100 the full control effect; nearly all actives have a fitted effect of over 55% in size
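ATXN2-luciferase reporter cells (luciferase flanked by upstream and downstream ATXN2 gene portions) were treated 24 h at 37 °C with compounds at up to 57 uM. SteadyGlo luminescence gave expression; GF-AFC fluorescence gave viability.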
HepG2 viability – qHTS for Inhibitors of TGF-b: Cytotox Counterscreen | Potency, µM (doses to about 46.1 µM), inactives show at the top dose activity change, negative = cytotoxicity, most hits filed as cytotoxic | 0.76% of 410,000 active | AID 588856, 2011 | HepG2 CAGA-GFP viability, ATP luminescence, 18 h; further: potency means the concentration at half of the fitted maximal effect; some results filed as inactive show a strong effect at the top dose
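CellTiter-Glo luminescence gave cytotoxicity after 18 hours at 37 degrees C. The cells were HepG2 CAGA-GFP in 1% FBS DMEM, stimulated with 500 pg/mL TGF-beta after compound addition. %Activity was normalised to no-cell wells (complete cell-killing) and DMSO (no toxicity), and curves were fitted and classified.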
IL-1B inflam inh – qHTS for Inhibitors of Inflammasome Signaling: IL-1-beta AlphaLISA Primary Screen. AID 743279, 2014. 4.7% of 360,000 active. THP-1 LPS/ATP IL-1B secretion, AlphaLISA, 16 h; active compounds read low. activity change, % at 57.5 µM; in the data active means activity change below about -50%; inconclusive means mostly about -30% to -49%; further: on the % scale 0 is the no-effect control and ±100 the full control effect
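Secreted IL-1B measured by AlphaLISA bead assay after 16 h compound exposure of THP-1 cells; compounds (final up to 57.5 uM) added 1 h before LPS (250 ng/mL) and ATP (1.25 mM) stimulation; lower signal means less secretion.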
Nrf2 block – Nrf2 qHTS screen for inhibitors; A549 ARE-Fluc reporter, luciferase luminescence, 18-24 h; Potency, µM (titrated, usually from 46 µM), inactives show top-dose activity change, negative = inhibition, actives largely listed as inhibitors; 2.1% of 360,000 active; further: potency means the concentration at half of the fitted maximal effect; on the % scale 0 is the no-effect control and ±100 the full control effect; nearly all actives have a fitted effect of over 60% in size
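Concentration-response testing used A549 ARE_Fluc cells at 5000 cells/well. Following an 18-24 h compound incubation, viability was read by fluorescence (Ex 405/Em 525) and luciferase output by luminescence.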
Nrf2 ARE act – qHTS of Nrf2 Activators. AREc32 ARE-luciferase reporter (MCF7-derived line), luminescence, 24 h. Potency, µM (top dose mostly 46.1 µM), without a hit: at the top dose activation, most hits filed as activators. 0.31% of 410,000 active. AID 624171, 2012; further: potency means the concentration at half of the fitted maximal effect; % of control where 0% means no effect; nearly all actives have a fitted effect of over 65% in size
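Each well held 1000 AREc32 cells, which were incubated with compound for 24 hr at 37 deg C after overnight attachment, and ARE reporter activity was quantified by firefly luciferase luminescence.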
An asterisk follows results filed as active; i = inactive; ? = inconclusive; / = not tested or not shown; [ ] = another dose, or the depositor's remark. Unless noted, the call rests on the fitted dose curve; in most records, active means well fitted curve in the direction sought with a large enough effect; inconclusive means small, poorly fitted or top-dose-only effect, or another doubt; inactive means no such curve, though single readings can be large; an effect the other way counts as inactive or inconclusive.

Fields – TGFb SMAD3 inh, MCF10A rereplic, ATXN viability, A549 viability, ATXN2 expr inh, HepG2 viability, IL-1B inflam inh, Nrf2 block, Nrf2 ARE act
- COc1ccc(-c2nc(CN3CCN(c4ncccn4)CC3)c(C)o2)cc1C
  ?, ?, ?, -11.5%, -7.8%, -27.3%, 0.0, -1.0%, 5.5%
- COC(=O)CN1C(=O)C(O)(c2c(C)[nH]c3ccccc23)c2ccccc21 (stereo not given)
  ?, /, i, 2.6%, 1.6%, -3.2%, /, /, 2.6%
- COc1cccc(-c2cc(C(=O)Nc3ccc([N+](=O)[O-])cn3)c3ccccc3n2)c1
  ?, -0.8%, i, -4.9%, 4.9%, -7.3%, -5.4, -3.0%, 0.6%
- CN(C)c1ccc(C(=S)N2CCN(S(=O)(=O)c3ccccc3)CC2)cc1
  -23.4%, -4.4%, i, 0.2%, /, -27.3%, -10.7, 1.0%, 3.6%
- CCOc1ccc(C(C(=O)NC2CCCC2)N(Cc2ccccc2)C(=O)c2nsc(Cl)c2Cl)cc1 (stereo not given)
  ?, 12.5%, ?, -1.9%, -32.6%, -2.5%, ?, -9.4%, -0.8%
- O=C(CCc1ccccc1)Nc1nc2n(n1)C(c1ccccc1)CC(=O)N2 (stereo not given)
  5.9%, -3.7%, i, 0.0%, 2.9%, 5.2%, -6.0, -5.1%, -0.2%
- COc1ccc(O)c(/C=N/NC(=O)CCC(=O)Nc2cccc(C)c2)c1
  5.2%, ?, i, -6.2%, ?, -6.5%, 112.8, -14.1%, -1.8%
- CCOc1ccc(-c2cccc(NS(=O)(=O)c3cccc([N+](=O)[O-])c3)c2)nn1
  -11.7%, /, i, /, /, -0.3%, 15.0, /, -0.6%
- CCOC(=O)N1CCC(NC(=O)c2ccc(CS(=O)c3cccc(Cl)c3)o2)CC1 (stereo not given)
  5.8%, ?, i, -10.1%, 8.9%, 2.5%, -10.4, -14.0%, 0.6%
- O=C(NCc1ccon1)C1CCC(=O)N(Cc2cccc(C(F)(F)F)c2)C1 (stereo not given)
  9.4%, 3.7%, i, 0.4%, /, -31.6%, -9.3, -1.2%, -0.1%
- Cc1ccc(CNC(=S)Nc2ccc3c(c2)c(=O)n(C)n3Cc2cccc(C(F)(F)F)c2)cc1
  -19.5%, /, ?, /, 0.0%, -25.0%, -17.9, /, 0.3%
- Cc1ccc(N2C(=O)CSC23C(=O)Nc2ccccc23)cc1F (stereo not given)
  5.9%, /, i, 0.4%, 7.1%, 2.8%, /, 12.5%, -0.2%
- COc1cc(NC(=O)C2CCN(S(=O)(=O)c3ccc4c(c3)CCCC(=O)N4)CC2)cc(OC)c1
  27.2%, /, i, 8.2%, 2.5%, -0.9%, /, -24.2%, -0.4%
- O=C(NCc1ccc(Cl)cc1)c1cnn2ccccc12
  -5.7%, -0.6%, i, 7.5%, 69.1%[activator], -10.8%, -15.8, ?, 0.3%
- COc1ccc(CNC(=O)c2cccnc2)cc1
  18.1%, -4.4%, i, 0.0%, 40.2%[activator], -1.8%, 3.3, -24.1%, 0.3%
- COc1cc(CO)cc(Br)c1OCC(=O)N1CCCCC1
  7.6%, -0.4%, i, -16.1%, 0.1%, -18.6%, -2.6, 1.6%, -0.1%
- Cn1cc(C(=O)NCc2ccccc2)c(=O)c2cc(S(=O)(=O)N3CCOCC3)ccc21
  34.6%, /, i, -0.1%, 12.7%, 3.4%, /, 17.4%, 0.2%
- O=C(Oc1ccc(NC2=NS(=O)(=O)c3ccccc32)cc1)c1cccnc1
  5.2%, -0.2%, i, 2.5%, 19.7%, 3.6%, -2.8, ?, -0.6%
- CC(C)NC(=O)N(Cc1ccc(Cl)cc1)Cc1cccs1
  -11.6%, 0.5%, ?, 15.2%, -19.2%, 11.0%, ?, -9.6%, -0.7%
- O=C(Cc1cccc2ccccc12)Nc1nnc(-c2cccc([N+](=O)[O-])c2)s1
  -8.1%, -0.9%, i, 17.6%, -2.3%, 4.5%, -4.0, -24.1%, -0.7%
- Cn1c(CNC2CCCCC2)nc2ccccc21
  -3.6%, 6.6%, i, -0.8%, 4.9%, 7.1%, 16.8, 4.3%, 0.3%
- COc1ccc(CCNC(=O)Cn2c(=O)n(CC3CCCO3)c(=O)c3ccccc32)cc1OC (stereo not given)
  -6.2%, 1.0%, ?, ?, /, -6.9%, -27.2, ?, -0.8%
- CN1C(C(=O)Nc2ccc(F)cc2F)=CC(c2ccc3c(c2)OCO3)=NS1(=O)=O
  -26.8%, /, ?, -0.1%, -1.8%, -24.2%, /, -16.3%, 3.0%
- CC(=O)N1CCC(=NNc2ncc(C(F)(F)F)cc2Cl)CC1
  -0.8%, 20.1%, /, 0.0%, -23.0%, -44.3%, 110.8, 15.0%, -0.1%
- CC1(C)CC(CCC(=O)Nc2ccc(S(N)(=O)=O)cc2)C(=O)O1 (stereo not given)
  4.9%, 1.1%, i, 0.1%, 8.0%, 10.3%, 47.0, 2.2%, 0.7%
- Cc1c(C(=O)Nc2nccs2)oc2ccccc12
  0.0%, /, i, /, /, -25.3%, 9.7, /, 24.2%
- Cc1ccc(NC(=O)CNC(C)c2ccccc2)cc1 (stereo not given)
  -2.0%, 0.9%, i, 0.6%, 14.5%, 0.2%, 32.8, ?, 0.6%
- COC(=O)c1ccc(C2/C(=C(/O)c3ccc4c(c3)CC(C)O4)C(=O)C(=O)N2Cc2cccnc2)cc1 (stereo not given)
  9.5%, 1.0%, i, 2.3%, 2.1%, 0.1%, 3.0, 9.6%, -0.6%
- CN(C)S(=O)(=O)c1ccc(C(=O)Nc2ccc3ncccc3c2)cc1
  9.9%, -2.7%, i, -2.2%, 45.3%[activator], 0.7%, -20.5, 23.1%, -0.1%
- COc1ccc(OCc2ccc(-c3nc(C#N)c(NC(C)c4ccccc4)o3)o2)cc1 (stereo not given)
  -32.0%, /, i, 1.2%, -17.9%, -23.5%, /, 0.6%, -1.5%

A few values from above:
In HepG2 viability, O=C(Oc1ccc(NC2=NS(=O)(=O)c3ccccc32)cc1)c1cccnc1 is listed with 3.6%
In A549 viability, O=C(CCc1ccccc1)Nc1nc2n(n1)C(c1ccccc1)CC(=O)N2 (stereo not given) is listed with 0.0%

The list goes on:
Fields – TGFb SMAD3 inh, MCF10A rereplic, ATXN viability, A549 viability, ATXN2 expr inh, HepG2 viability, IL-1B inflam inh, Nrf2 block, Nrf2 ARE act
- CCCSc1cc(Cl)nc(N)n1
  17.4%, -2.9%, i, -1.9%, 1.7%, 19.9%, 9.6, 6.7%, 0.5%
- COc1ccc(C(=O)NNC2CC(=O)N(Cc3ccccc3)C2=O)cc1OC (stereo not given)
  0.9%, -0.8%, i, 0.8%, 2.4%, 2.0%, 22.4, -12.7%, -0.3%
- O=C(COc1ccc(Br)cc1Cl)N1CCN(c2ccccn2)CC1
  -10.6%, 3.3%, i, -1.8%, -8.2%, -4.9%, -10.8, 11.6%, 1.3%
- COc1ccc(-c2csc(NC(=O)CN3C(=O)C4CCCCC4C3=O)n2)cc1OC (stereo not given)
  -11.6%, -0.9%, i, -6.7%, -2.2%, 0.0%, i, -13.0%, -0.4%
- O=S(=O)(c1ccc(NC(=S)NC23CC4CC(CC(C4)C2)C3)cc1)N1CCCCC1
  0.1%, /, ?, /, /, -5.2%, -3.2, /, 2.4%
- O=C1CSC(=Nc2ccc(O)cc2)N1
  12.5%, 0.8%, i, 3.2%, 3.0%, 5.1%, -24.0, 3.8%, -0.1%
- COc1ccc(COC(=O)C2CCN(C(=O)c3ccc(Cl)cc3)CC2)cc1F
  0.7%, 14.6µM*, i, 4.4%, -6.7%, 1.5%, 0.0, -11.4%, 0.3%
- Cc1ccc(S(=O)(=O)N2CCOCC2)cc1C(=O)NCCc1ccc(Cl)cc1
  0.0%, -38.9%, i, 15.5%, -21.8%, -5.7%, 7.8, -12.8%, -0.2%
- CCOC(=O)c1ccc(N2C(=O)C3CCCN3C2=S)cc1 (stereo not given)
  9.6%, 3.3%, i, -1.3%, 0.9%, 3.4%, -20.4, -10.4%, 3.4%
- COc1nccnc1NS(=O)(=O)c1ccc(NC(=S)NC(=O)c2cccnc2)cc1
  -9.9%, -0.4%, i, -4.6%, /, -16.0%, 35.1, 1.4%, -0.9%
- CC(C)C12CN3CC(C(C)C)(CN(C1)C3c1ccc(Cl)cc1)C2=O (stereo not given)
  -15.7%, /, i, 0.9%, 2.0%, 5.2%, /, 3.3%, 0.4%
- O=C(COc1ccccc1[N+](=O)[O-])N1CCC(Cc2ccccc2)CC1
  8.9%, 5.9%, i, -1.9%, ?, 7.1%, ?, 2.5%, -0.9%
- CC1(c2nc3ccccc3[nH]2)c2ccccc2C(=O)N1Cc1ccccn1 (stereo not given)
  /, /, ?, /, 11.0%, /, 20.4, /, -1.6%
- NC(=O)c1ccc(-n2nnnc2Oc2ccccc2)cc1
  1.4%, ?, i, 0.0%, 20.6%, -9.9%, -0.1, 20.9%, ?
- O=C(COc1ccc(F)cc1)N(Cc1ccc(Cl)cc1)C1CCS(=O)(=O)C1 (stereo not given)
  10.7%, 6.1%, i, 0.5%, -12.2%, -2.7%, -4.5, -18.2%, 0.0%
- Cc1cccc(N(CC(=O)NCCc2ccccc2)S(=O)(=O)c2ccccc2)c1C
  ?, /, ?, 0.3%, ?, -0.4%, /, 4.9%, 5.8%
- CCCCNC(=O)NS(=O)(=O)c1ccc(NC(=O)CCC(=O)c2cccs2)cc1
  0.0%, -5.7%, i, 1.6%, 2.2%, -17.7%, 18.8, 8.3%, 2.6%

Source: PubChem BioAssay (National Center for Advancing Translational Sciences (NCATS))
